From PubChem
NALP3 yeast inh: NALP3 inhibition in yeast; inhibition, % at 10 µM; 330,000 tested, 0.39% active; Yeast reconstituted NLRP3/ASC/caspase-1, beta-gal luminescence, 24 h;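 active = inhibition of 50% or more; inactive = inhibition below 50%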;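 note: plate controls were induced DMSO wells for no effect and uninduced yeast grown without galactose for full effect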
tim23-1 inh: inhibits growth of tim23-1 mutant yeast | S. cerevisiae tim23-1 growth, BacTiter-Glo luminescence, 24 h | inhibition, % at 20 µM | 330,000 tested, 1.3% active | AID 463212;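 active = growth inhibition of the mutant yeast at or above 50%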;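 note: temperature-sensitive mutant grown at 25 °C; plate controls were DMSO-treated mutant yeast for no effect and medium wells lacking yeast for full effect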
UPR XBP1 act: activators of adaptive arm of unfolded protein response (XBP1); 330,000 tested, 0.33% active; activation, % at 20 µM; AID 463104; CHO-XBP1 luciferase reporter, IRE1-XBP1 UPR activation, luminescence; percent of tunicamycin response, DMSO as zero;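 active = versus positive control, 20 µM dose yields 30% or more activation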;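 note: 100% = tunicamycin at 10 µg/mL and 0% = DMSO only wells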
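Material: CHO cell line with stable XBP1 luciferase reporter; schedule: 16-18 h cell attachment at 37 °C, then 6 h compound exposure; signal: glow luminescence from Steady-Glo reagent; medium: serum-containing F12 medium, 10% FBS; benchmarks: tunicamycin 10 µg/mL and vehicle-only wells; read-out: percent activation relative to tunicamycin reference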
APJ agonist: activates the human apelin receptor APJ. P35414. activation, % at 20 µM. 330,000 tested, 0.11% active. CHO-K1 APJ PathHunter beta-arrestin, luminescence; 0% DMSO wells, 100% apelin;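 active = activation more than six SD over the plate average, tested at 20 µM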;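 note: 0% = DMSO alone and 100% = apelin-13 at 10 nM; some results filed as inactive read as strong as hits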
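Test system – PathHunter CHO-K1 APJ (AGTRL-1) beta-arrestin reporter cells · Input – 1000 cells/well · Compound – single test compound dose, 20 µM final, 1% DMSO · Times – compound stimulation 90 min at 25 °C, detection 60 min · Technique – beta-gal luminescence · Read-out basis – APJ–arrestin association signal · Control set – negative DMSO alone, positive Apelin-13 at 10 nM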
UPR CHOP act: activators of apoptotic arm of unfolded protein response (CHOP). activation, % at 10 µM. CHO-CHOP luciferase reporter, UPR activation, luminescence; percent of tunicamycin response over DMSO baseline. 330,000 tested, 0.34% active;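 active = at 10 µM dose, activation of 40% or more, normalized to positive control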;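 note: 100% = tunicamycin at 10 µg/mL and 0% = DMSO alone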
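Assay system: CHO-CHOP cells, stable luciferase reporter of PERK-eIF2a-CHOP signalling / Buffer or medium: F12 plus 10% serum / Compound dosing: one dose, 10 µM in 0.5% DMSO / Times: 6 h compound treatment, 37 °C / Technique: luciferase luminescence / Read-out: % reporter activation, DMSO baseline versus tunicamycin full activation / Benchmarks: tunicamycin and DMSO controls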
Mdm2 MdmX PPI: disrupts the human Mdm2-MdmX interaction. SaOS-2 split-luciferase Mdm2/MdmX complementation, luminescence. inhibition, % at 8 µM. 330,000 tested, 3% active. AID 485346;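 active = inhibition of at least 50% at 8 µM in the primary screen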
Target sequence (O15151 whole entry, looked up): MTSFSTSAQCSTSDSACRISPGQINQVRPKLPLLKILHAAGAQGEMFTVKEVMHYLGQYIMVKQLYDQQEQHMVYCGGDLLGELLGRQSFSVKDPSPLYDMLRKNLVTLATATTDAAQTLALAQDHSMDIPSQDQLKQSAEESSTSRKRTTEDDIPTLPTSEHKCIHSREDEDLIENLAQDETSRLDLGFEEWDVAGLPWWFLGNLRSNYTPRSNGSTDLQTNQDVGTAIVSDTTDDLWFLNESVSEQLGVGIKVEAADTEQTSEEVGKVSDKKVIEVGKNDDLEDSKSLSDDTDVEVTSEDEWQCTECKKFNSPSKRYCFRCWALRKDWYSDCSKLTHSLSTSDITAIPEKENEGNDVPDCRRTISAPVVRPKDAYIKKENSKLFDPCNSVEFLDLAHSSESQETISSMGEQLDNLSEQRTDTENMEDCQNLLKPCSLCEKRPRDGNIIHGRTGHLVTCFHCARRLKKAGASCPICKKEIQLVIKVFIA
Target sequence (Q00987 whole entry, looked up): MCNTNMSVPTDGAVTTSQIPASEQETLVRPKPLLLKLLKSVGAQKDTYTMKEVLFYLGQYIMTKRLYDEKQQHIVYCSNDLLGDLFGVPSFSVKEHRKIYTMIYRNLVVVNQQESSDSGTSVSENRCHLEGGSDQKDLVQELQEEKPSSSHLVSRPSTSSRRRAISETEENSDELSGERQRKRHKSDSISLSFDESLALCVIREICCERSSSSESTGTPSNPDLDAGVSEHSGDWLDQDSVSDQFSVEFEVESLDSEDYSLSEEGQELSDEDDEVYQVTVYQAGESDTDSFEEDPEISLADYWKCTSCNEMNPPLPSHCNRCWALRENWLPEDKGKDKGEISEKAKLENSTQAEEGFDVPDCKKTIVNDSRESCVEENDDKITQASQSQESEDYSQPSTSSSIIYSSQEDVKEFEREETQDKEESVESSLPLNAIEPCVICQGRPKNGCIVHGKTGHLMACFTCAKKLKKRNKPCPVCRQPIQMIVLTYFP
TIM10 inh: inhibits growth of TIM10 yeast strain; S. cerevisiae TIM10 strain growth, BacTiter-Glo luminescence, 24 h; inhibition, % at 10 µM; 330,000 tested, 1.4% active; AID 463195;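 active = inhibition of 40% or more at the single tested concentration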;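 note: wild-type TIM10 isogenic control strain grown at permissive 25 °C; 0% = DMSO yeast wells and 100% = minimal medium wells without yeast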
NR3A LBD binder: modulates the human NR3A ligand-binding domain | AID 1259313 | NR3A LBD differential scanning fluorimetry, Tm shift; 0% = protein alone, 100% = glycine-bound protein | Tm shift relative to glycine control, % at 25 µM | 340,000 tested, 2.5% active;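 active = melting temperature shift of at least 10% of the positive control shift, at one fixed dose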
tim10-1 inh: tim10-1 yeast growth inhibition; AID 463190; inhibition, % at 20 µM; 330,000 tested, 2.2% active; S. cerevisiae tim10-1 ts strain growth, BacTiter-Glo, 24 h;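 active = inhibition of at least 40%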;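 note: mutant grown at 25 °C; 0% = DMSO wells with yeast and 100% = wells holding no yeast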
* hit, by the source's call. Compounds were not picked by outcome; about 8.2% have a hit in one of these screens.

SMILES	NALP3 yeast inh	tim23-1 inh	UPR XBP1 act	APJ agonist	UPR CHOP act	Mdm2 MdmX PPI	TIM10 inh	NR3A LBD binder	tim10-1 inh
CC(=O)OCCN(CCCn1c(-c2ccncc2)nc2ccccc21)c1nc(CN2CCCCC2)cs1	-1.1	-15.6	0.4	-6.4	0.0	18.3	-8.1	0.0	-29.8
COc1ccc(Cl)cc1NC(=O)N1CCN(c2ccccc2OC)CC1	18.2	27.3	-2.2	0.3	0.8	26.2	-19.5	-0.9	29.3
COc1ccc(CN2CCC(n3nccc3NC(=O)CCc3ccccc3)CC2)c(C)c1C	16.7	19.6	-3.1	-3.6	-0.2	37.2	18.0	1.7	19.9
COC(=O)c1cn(C(=O)c2ccc(F)cc2)c2ccccc12	25.8	19.9	1.1	-2.1	-1.1	-5.2	6.6	2.0	10.9
NC(=O)CC(NC(=O)Cc1cccc2ccccc12)c1ccc(N2CCN(c3ccccc3)CC2)c([N+](=O)[O-])c1 (stereo unspecified)	17.6	1.2	-3.1	-2.4	3.6	30.0	-0.3	-2.3	-11.9
O=c1[nH]nc(SCCS(=O)(=O)c2ccc(F)cc2)n1-c1ccccc1C(F)(F)F	6.8	19.1	0.4	3.2	1.5	25.1	17.1	-2.5	6.9
COC(=O)c1ccc(N2C(=O)CC(NCc3ccccc3)C2=O)cc1 (stereo unspecified)	5.1	-7.4	-1.4	-0.9	-1.0	-12.1	0.2	-0.2	16.6
CCOC(=O)C(=CNc1ccc2c(c1)CCN2C(C)=O)C(=O)OCC	21.6	14.7	0.9	11.0	5.7	15.3	15.9	-0.6	9.6
CCC(=O)c1ccc(OCC(O)CN(CCc2ccccc2)Cc2ccccc2)cc1 (stereo unspecified)	6.2	26.4	-1.1	-6.4	1.0	29.5	8.8	-8.3	26.2
COc1ccc(NC(=O)C2COc3ccccc3O2)cc1S(=O)(=O)N1CCOCC1 (stereo unspecified)	18.1	2.4	-1.5	-1.8	0.5	-9.4	13.0	0.5	-9.0
O=C(O)CN1C(=O)NC2(CCOc3ccccc32)C1=O (stereo unspecified)	5.5	-14.8	0.1	-1.8	0.8	-16.2	-13.6	-0.4	-4.7
CCOC1CS(=O)(=O)CC1OCC (stereo unspecified)	-3.4	5.0	0.1	3.7	1.8	3.2	3.9	0.5	7.0
CCC(C)(C)NC(=O)Nc1cc(Cl)ccc1OC	0.0	14.2	0.7	-2.5	1.3	8.7	28.7	-4.9	28.5
O=C(CSc1ccccc1C(=O)N1CCCCC1)NCC1CCCCC1	5.3	23.2	-1.0	-3.3	-0.1	-4.5	11.7	0.9	24.0
Cc1c(C(=O)OC2CCCCC2)sc2nc[nH]c(=O)c12	-6.6	22.8	4.6	-2.1	1.2	9.4	19.9	-4.2	40.2*
O=C(c1cccs1)N1CCCC(c2nc3c(nnn3Cc3c(Cl)cccc3Cl)c(=O)[nH]2)C1 (stereo unspecified)	21.1	-2.7	6.3	1.3	-0.2	-13.3	6.9	-0.4	1.8
COc1ccc(C(=O)N/N=C/c2ccc(N3CCOCC3)s2)cc1OC	12.0	6.7	-0.5	-2.2	-1.0	11.4	3.1	-2.7	-5.3
CC(C)c1ccc(NC(=O)COC(=O)C2CC3C=CC2C3)cc1 (stereo unspecified)	12.0	47.9	0.4	-3.5	1.7	6.1	26.6	-3.1	12.0
O=c1c2c(-c3ccco3)csc2nc(SCc2cn3cccnc3n2)n1-c1ccccc1	-4.2	-12.6	5.1	4.6	6.1	22.1	24.3	-2.1	28.6
Cc1cc(-n2c(C)cc(C(=O)CSc3nnc4sc5ccccc5n34)c2C)no1	28.3	4.2	-2.8	-1.4	-0.5	24.1	-7.0	-1.3	-8.5
O=C(NCC1CCCO1)c1ccc2c(=O)n(Cc3ccco3)c(SCC(=O)N3CCCC3)nc2c1 (stereo unspecified)	3.5	-2.9	-2.1	-0.6	0.8	5.1	6.1	1.3	4.0
COc1ccc([C@H]2CC(=O)C=C(c3cccc(OC)c3OC)C2)cc1OC	6.2	24.8	-2.3	0.1	-1.8	18.0	5.9	0.0	8.6
Cc1ccc(OCC(=O)OC(C)CN2CCCCC2)cc1 (stereo unspecified)	22.0	11.9	-4.9	-1.1	1.9	-3.3	2.4	-3.7	2.3
Cc1cccc(-n2c(N)cc(=O)[nH]c2=S)c1	4.0	-8.7	0.3	-7.2	1.4	4.9	2.2	1.9	10.4
Nc1nnc(CCOc2ccccc2Cl)s1	1.2	5.5	0.7	-2.8	0.2	14.5	6.4	0.2	10.2

Given with bars between the fields: entries from further up.
SMILES | NALP3 yeast inh | tim23-1 inh | UPR XBP1 act | APJ agonist | UPR CHOP act | Mdm2 MdmX PPI | TIM10 inh | NR3A LBD binder | tim10-1 inh
Cc1cc(-n2c(C)cc(C(=O)CSc3nnc4sc5ccccc5n34)c2C)no1 | 28.3 | 4.2 | -2.8 | -1.4 | -0.5 | 24.1 | -7.0 | -1.3 | -8.5
O=c1[nH]nc(SCCS(=O)(=O)c2ccc(F)cc2)n1-c1ccccc1C(F)(F)F | 6.8 | 19.1 | 0.4 | 3.2 | 1.5 | 25.1 | 17.1 | -2.5 | 6.9

Only NALP3 yeast inh, tim23-1 inh and TIM10 inh, for some of the entries so far:
Structure	NALP3 yeast inh	tim23-1 inh	TIM10 inh
O=c1c2c(-c3ccco3)csc2nc(SCc2cn3cccnc3n2)n1-c1ccccc1	-4.2	-12.6	24.3
COc1ccc(C(=O)N/N=C/c2ccc(N3CCOCC3)s2)cc1OC	12.0	6.7	3.1
CC(C)c1ccc(NC(=O)COC(=O)C2CC3C=CC2C3)cc1 (stereo unspecified)	12.0	47.9	26.6
CCC(=O)c1ccc(OCC(O)CN(CCc2ccccc2)Cc2ccccc2)cc1 (stereo unspecified)	6.2	26.4	8.8
O=c1[nH]nc(SCCS(=O)(=O)c2ccc(F)cc2)n1-c1ccccc1C(F)(F)F	6.8	19.1	17.1
COc1ccc(CN2CCC(n3nccc3NC(=O)CCc3ccccc3)CC2)c(C)c1C	16.7	19.6	18.0

New compounds follow:
SMILES	NALP3 yeast inh	tim23-1 inh	UPR XBP1 act	APJ agonist	UPR CHOP act	Mdm2 MdmX PPI	TIM10 inh	NR3A LBD binder	tim10-1 inh
COC(=O)c1ccc(CSc2nc(-c3ccccc3)cs2)o1	14.1	15.2	6.6	-3.0	0.9	2.3	-9.6	-6.8	11.1
CC(OC(=O)/C=C/c1cccs1)C(=O)Nc1ccc(C(N)=O)cc1 (stereo unspecified)	13.4	-5.7	1.5	-2.0	-1.7	1.2	-1.3	0.9	-4.3
O=C(N/N=C/C=C/c1ccccc1)c1cc2c(ccc3ccccc32)o1	9.0	-0.4	-5.0	1.1	-0.5	49.2	-34.5	3.9	-33.9
O=C(Nc1ccccc1)c1ccc(NCCN2CCOCC2)c(S(=O)(=O)N2CCOCC2)c1	3.4	-6.1	0.7	-1.4	1.2	26.3	6.0	-0.6	12.7
Cc1cc(C(=O)COC(=O)c2ccc[nH]c2=O)c(C)n1-c1ccccc1F	17.0	-4.1	-5.2	-3.0	-3.5	-17.4	-20.1	-0.7	-36.3
Cc1ccccc1NC(=S)N(Cc1ccccc1)Cc1cccnc1	12.0	23.8	-2.6	-1.7	-1.6	-15.8	1.1	-1.6	20.5
CCc1sc(C(=O)Nc2ncccc2O)cc1C	15.0	22.5	-10.2	6.0	-3.8	-15.3	10.4	-0.3	6.0
COc1cc2ccccc2cc1C(=O)Nc1ccccc1Cl	19.7	22.7	9.9	2.0	4.5	-246.7	16.2	8.1	15.0
CCCNC(=O)COC(=O)c1cc(C)nc2ccccc12	16.3	0.3	-2.9	-2.1	0.3	22.7	-8.2	0.5	18.2
COc1ccc(COC(=O)N/N=C(\C)CC(=O)Nc2c(C)cc(C)cc2C)cc1	3.6	-1.0	-2.6	-0.1	-1.1	26.5	14.7	1.0	8.6
COc1ccc(CNC(=O)C2CC(C)=C(C)CC2C(=O)O)cc1 (stereo unspecified)	3.3	0.6	-2.8	-3.7	-0.6	-36.8	-5.1	-0.2	0.2
COc1ccc(NC(=O)COC(=O)c2ccc(N3CCCC3=O)cc2)cc1OC	7.2	-3.0	-0.1	-7.7	-2.3	13.7	2.8	-0.4	17.1
Cc1cc(-c2nnco2)c(C)n1-c1ccc(F)cc1	-14.6	1.3	8.5	-3.0	0.5	17.7	7.2	-0.5	12.7
Cc1[nH]c(=O)[nH]c(=O)c1S(=O)(=O)N1CCCc2ccccc21	13.4	-10.8	-3.9	-3.2	1.6	2.5	-0.6	-0.5	1.7
Cc1cc(C)nc(NC2=NCC(=O)N2c2cccc(Cl)c2)n1	10.3	9.0	1.4	-1.0	-0.2	20.7	12.8	2.5	13.6
Cc1cccc(OC(=O)c2ccncc2)c1C	3.3	9.4	-5.1	-1.5	0.6	18.9	-4.4	-0.7	-1.4
CCc1cccc(C)c1NC(=S)NCc1ccc2c(c1)cc(C)n2C	21.0	42.9	-2.6	-6.5	-1.1	32.3	34.8	-5.5	34.1
Cc1ccc(S(=O)(=O)Nc2cccc(C(=O)NCCCN3CCOCC3)c2)cc1F	-1.2	-16.5	-3.0	-2.8	-0.9	5.9	-0.1	0.8	-4.0
CC#CC(=O)N1CCC(CO)(CCc2ccccc2)CC1	-7.3	13.3	2.2	-5.3	1.3	10.8	-14.3	0.0	6.3
O=C(COc1cccc(C(F)(F)F)c1)Nc1cccnc1	5.6	7.6	0.8	-5.7	-0.9	-20.2	7.5	0.3	15.2
COc1cc(C2C(C#N)=C(N)Oc3c2ccc2ccccc32)ccc1OCC(=O)Nc1cccc(C)c1 (stereo unspecified)	5.3	9.4	-1.5	0.8	1.5	-8.4	8.8	1.3	4.5
CCOc1ccc(-c2noc(-c3cccnc3)n2)cc1OCC	32.7	16.4	6.8	-3.3	0.0	-2.8	-2.0	-0.9	27.6
Cc1nc2ccccc2n1CCOc1ccc(F)cc1	11.3	23.6	0.5	-2.9	1.0	11.4	4.2	0.3	16.1
CN1C(=O)N(CC(=O)NCc2ccc(Cl)cc2Cl)C(=O)C12CCCCC2	15.5	18.6	-1.8	-3.2	-0.1	7.1	6.3	-1.7	23.4
NNC(=O)CNC(c1ccccc1)c1cc(Br)ccc1NC(=O)c1ccc(Br)cc1 (stereo unspecified)	20.6	28.1	-1.7	0.5	0.4	-8.1	12.3	-14.3	22.8
CSc1ccc(C(C(C(=O)c2cccs2)N2CCOCC2)N2CCOCC2)cc1 (stereo unspecified)	6.2	13.1	0.5	0.0	-1.9	27.3	0.3	-2.5	25.5
Cc1cc(-c2nn(-c3ccccc3F)cc2CN2CCCC(O)C2)c(C)s1 (stereo unspecified)	2.5	7.5	-2.3	-5.5	-1.9	7.0	-15.7	0.0	-7.3
COC(=O)c1[nH]c2cc(OC)c(OC)cc2c1NC(=O)Oc1ccccc1	11.6	-5.5	-4.4	9.8	-0.7	23.9	-15.2	-3.2	-5.7
C=CCNc1nc(N)c([N+](=O)[O-])c(NCCO)n1	-11.8	6.5	5.6	-0.6	1.8	16.5	-4.3	2.9	-9.4
Cc1cc(Cl)ccc1N(CC(=O)NCc1ccc2c(c1)OCO2)S(C)(=O)=O	4.2	15.0	2.3	-0.6	-1.0	13.0	1.4	-3.5	21.2
